GPR55 activation: selective activators of receptor GPR55 – imaging, U2OS cells, beta-arrestin-GFP redistribution, primary screen (AID 1961) | U2OS GPR55 beta-arrestin-GFP redistribution imaging; higher % means a stronger effect | activation, % at 10 µM; hits with a dose series show EC50 in µM | 0.048% of 290,000 active;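 active means activation above 40% with more than 50 cells counted in the well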;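 further: U2OS osteosarcoma cells stably expressing GPR55 and beta-arrestin-GFP; plate controls were DMSO negative control for no effect and LPI positive control for full effect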
AID2073: inhibitors of Mint1-CaV2.2 protein interaction, biochemical, HTRF (AID 2073). HTRF protein-protein interaction, Mint1-CaV2.2; higher % means a stronger effect. inhibition, % at 20 µM, or IC50 in µM where a hit was titrated. 0.19% of 290,000 active; in the data active means inhibition mostly above about 51%, no sharp cut-off; further: some results filed as inactive read as strong as hits
NOD2 inhibition: inhibition of NOD2-driven NF-kB reporter – cell-based, luminescence, uHTS, HEK293 (AID 1566); HEK293 NOD2/NF-kB luciferase reporter, luminescence; higher % means a stronger effect; one-dose inhibition, % at 4 µM; EC50 in µM for titrated hits; 0.63% of 290,000 active; further: many of its hits are not listed in these tables
KOR beta-arrestin-1: kappa opioid receptor activators – cell-based, luminescence, uHTS, primary screen (AID 1777); KOR beta-arrestin recruitment, luminescence; higher % means a stronger effect; activation, % at 10 µM, or EC50 in µM where a hit was titrated; 0.02% of 280,000 active; in the data active means activation above about 50%, passing the limit was not always enough; further: a part of the inactive calls stands beside numbers as strong as those of hits
Dynein transport: blocks dynein driven cargo transport along microtubules; z-score, hits read low; 3617.4 mouse cells, GR-EGFP nuclear translocation imaging; test concentration mostly 20 µM; stimulated with dexamethasone, 1 µM; active compounds read low; 0.47% of 220,000 active;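 active means plate z-score of nuclear minus cytoplasmic receptor signal below a set negative limit, without overly bright fluorescence or cell loss, cut at about -3.5 in these data, passing the limit was not always enough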;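 further: z-score of nuclear minus cytoplasmic ring GR-EGFP intensity difference per well; some compounds called inactive have numbers as strong as hits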
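Buffer or medium: Induction medium lacking tetracycline, stripped serum | Also added: Dexamethasone agonist, 1.0 µM final, for 30 min | Timing: 48 h induction, 1 h compound, 30 min dex at 37 °C | Detection: Formaldehyde fixation, Hoechst nuclear stain, 10x automated fluorescence imaging | Measure: Nuclear versus cytoplasmic GR-EGFP signal, averaged per well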
M17LAP inhibition: P. falciparum M17LAP inhibitors, primary screen, biochemical, fluorogenic H-Leu-NHMec substrate, 1536-well (AID 1619); recombinant M17LAP, H-Leu-NHMec fluorogenic kinetic assay; higher % means a stronger effect; 0.38% of 220,000 active; inhibition, % at 30 µM, or IC50 in µM where a hit was titrated;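 active means compound inhibiting the enzyme by more than half at any dose during confirmatory dose-response retesting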;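 further: plate controls were full reaction with DMSO carrier for no effect and no enzyme background for full effect; strong numbers were not always called active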
KOR beta-arrestin-2: kappa opioid receptor blockers – cell-based, luminescence, uHTS (AID 1778) | inhibition, % at 10 µM; hits with a dose series show IC50 in µM | KOR beta-arrestin recruitment, luminescence, antagonist mode; higher % means a stronger effect | 0.091% of 290,000 active; further: strong numbers were not always called active
NOD1 NF-kB reporter: inhibition of NOD1-driven NF-kB reporter – cell-based, luminescence, uHTS, primary screen (AID 1578); NOD1-driven NF-kB luciferase reporter cells, luminescence; higher % means a stronger effect; 1% of 290,000 active; one-dose inhibition, % at 4 µM; EC50 in µM for titrated hits; in the data active means inhibition mostly above about 36%, no sharp cut-off; inactive means mostly below about 34%;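 further: HEK-293T reporter cells stimulated with the NOD1 agonist gamma-tri-DAP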
M1AAP inhibition: P. falciparum M1AAP inhibitors, biochemical, fluorogenic H-Leu-NHMec substrate, 1536-well (AID 1445) | one-dose inhibition, % at 30 µM; IC50 in µM for titrated hits | 0.42% of 220,000 active | recombinant M1AAP, H-Leu-NHMec fluorogenic kinetic assay; higher % means a stronger effect;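 active means primary inhibition above the hit cutoff, then over 50% inhibition at one or more dose response concentrations, cut at about 23% in these data, passing the limit was not always enough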;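 further: plate controls were DMSO full reaction for no effect and no enzyme background for full effect; strong numbers were not always called active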
Dynein transport cytoplasmic EGFP: further read-out of Dynein transport, marked with its call; z-score; measured here: cytoplasmic GR-EGFP intensity; active compounds read high
Dynein transport nuclear GR-EGFP: also measured in Dynein transport; calls as there; z-score; measured here: nuclear GR-EGFP intensity;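 lower value marks the stronger effect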
Dynein transport cell count: also measured in Dynein transport; calls as there; z-score; measured here: cell count per field
The depositor's hits bear a star; x = no result given; [ ] = remark or other dose. Unless noted, no stated cut-off is given here; in the data, active means inhibition above about 50%; inactive means the rest. Only part of the results is shown (hit frequency here may not be typical).

SMILES	GPR55 activation	AID2073	NOD2 inhibition	KOR beta-arrestin-1	Dynein transport	Dynein transport cytoplasmic EGFP	Dynein transport nuclear GR-EGFP	Dynein transport cell count	M17LAP inhibition	KOR beta-arrestin-2	NOD1 NF-kB reporter	M1AAP inhibition
CC(C)(C)c1ccc(C(=O)N2CCC(C(=O)NCc3ccco3)CC2)cc1	0.0%	1.8%	3.9%	4.4%	-0.53	-0.273	-0.272	1.13	2.2%	15.9%	-19.7%	3.7%
CCc1cc(CNC(=O)C2CCC(=O)N(CCc3ccc(OC)cc3)C2)on1 (centres undefined)	0.3%	-3.0%	-8.2%	3.5%	x	x	x	x	x	-1.5%	-39.3%	x
COc1ccccc1C(=O)Nc1ccc(S(=O)(=O)Nc2cnc3ccccc3n2)cc1	-0.1%	7.0%	27.3%	-2.7%	x	x	x	x	x	9.4%	-5.9%	x
Cc1cccc(NC2=CC(=O)CC(C)(C)C2)c1C	0.2%	1.3%	14.2%	0.1%	0.502	-0.351	0.353	0.781	13.5%	-9.1%	-21.9%	3.7%
Cc1ccn(CC(=O)N2N=C(C(F)F)CC2(O)C(F)F)n1 (centres undefined)	-0.1%	-1.1%	-1.1%	-0.7%	-0.719	-0.287	-0.666	1.14	7.4%	26.1%	-26.4%	0.9%
Cc1ccc(C(=O)CCC(=O)N(C)CC(=O)Nc2ccccc2Br)cc1	0.3%	3.6%	1.7%	2.7%	x	x	x	x	x	22.0%	-31.7%	x
CSc1ccc(CCNC(=O)CCc2nnc3ccc(NCCCN4CCCC4=O)nn23)cc1	-0.2%	1.9%	1.8%	-4.0%	x	x	x	x	x	-21.2%	-9.1%	x
Cc1cc2oc(C(=O)N(Cc3ccc(N(C)C)cc3)CC3CCCO3)c(C)c2cc1C (centres undefined)	1.0%	8.5%	-5.7%	2.1%	x	x	x	x	x	-17.7%	0.8%	x
COc1ccc(NC(=O)Cc2nnc(SCC(=O)NC3CCCC3)n2C)cc1	0.0%	3.0%	-12.0%	0.1%	x	x	x	x	x	5.9%	-1.0%	x
O=C(NCCCN=C1NS(=O)(=O)c2ccccc21)c1ccco1	0.0%	11.1%	7.3%	-4.8%	-1.01	-0.229	-1.02	1.16	14.1%	29.7%	-28.9%	-2.0%
Cc1ccc(CN(C)C(=O)C2CCC(=O)N(CC3CCCCC3)C2)o1 (centres undefined)	0.0%	22.0%	7.2%	3.3%	x	x	x	x	x	-19.9%	-17.1%	x
COc1cc(C2C(C#N)=C(N)N(c3cccnc3)C3=C2C(=O)CC(C)(C)C3)ccc1O (centres undefined)	-0.1%	6.0%	13.7%	-2.3%	0.908	-0.148	0.536	-0.318	3.6%	17.1%	9.6%	8.5%

Another view of 2 compounds above.
> CSc1ccc(CCNC(=O)CCc2nnc3ccc(NCCCN4CCCC4=O)nn23)cc1
  GPR55 activation: -0.2%; AID2073: 1.9%; NOD2 inhibition: 1.8%; KOR beta-arrestin-1: -4.0%; Dynein transport: x; Dynein transport cytoplasmic EGFP: x; Dynein transport nuclear GR-EGFP: x; Dynein transport cell count: x; M17LAP inhibition: x; KOR beta-arrestin-2: -21.2%; NOD1 NF-kB reporter: -9.1%; M1AAP inhibition: x

> Cc1cc2oc(C(=O)N(Cc3ccc(N(C)C)cc3)CC3CCCO3)c(C)c2cc1C (centres undefined)
  GPR55 activation: 1.0%; AID2073: 8.5%; NOD2 inhibition: -5.7%; KOR beta-arrestin-1: 2.1%; Dynein transport: x; Dynein transport cytoplasmic EGFP: x; Dynein transport nuclear GR-EGFP: x; Dynein transport cell count: x; M17LAP inhibition: x; KOR beta-arrestin-2: -17.7%; NOD1 NF-kB reporter: 0.8%; M1AAP inhibition: x

Additional records:
SMILES	GPR55 activation	AID2073	NOD2 inhibition	KOR beta-arrestin-1	Dynein transport	Dynein transport cytoplasmic EGFP	Dynein transport nuclear GR-EGFP	Dynein transport cell count	M17LAP inhibition	KOR beta-arrestin-2	NOD1 NF-kB reporter	M1AAP inhibition
O=C(CCS(=O)(=O)c1ccccc1)Nc1nc(-c2cccs2)cs1	1.4%	2.9%	13.8%	-1.3%	1.57	0.384	2.02	-1.53	0.3%	26.6%	8.8%	-1.7%
Cc1cc(NC(=O)CC2CCCC2)ccc1Br	-0.1%	4.9%	-29.9%	2.5%	x	x	x	x	x	-36.5%	-61.2%	x
CCOC(=O)C1CCCN(CCC(=O)Nc2ccccc2)C1 (centres undefined)	-0.1%	-5.5%	6.6%	-0.8%	0.0988	-0.156	0.361	0.97	-17.5%	6.4%	8.0%	-5.1%
COc1ccc2[nH]c(=O)c(CN(CCc3ccccc3)C(C)=O)cc2c1	0.0%	3.3%	8.6%	2.5%	0.0829	-0.209	-0.787	-0.0485	-17.5%	10.0%	0.6%	3.9%
Cc1oc(-c2ccccc2F)nc1CS(=O)(=O)CC(=O)NCCCc1ccccc1	-0.2%	6.2%	7.6%	-0.8%	-0.0404	-0.17	0.319	0.675	-0.5%	6.5%	-14.1%	9.4%
COc1ccc(Cc2nnc(NCCO)[nH]c2=O)cc1OC	0.0%	4.2%	2.4%	-4.0%	x	x	x	x	x	23.8%	-2.1%	x
OC(c1cccs1)(c1cccs1)C1C[N+]2(CF)CCC1CC2 (centres undefined)	-0.4%	4.0%	15.9%	-1.1%	0.00589	-0.0969	-0.133	0.0141	-0.1%	22.3%	-2.2%	-2.7%
CN1C(=O)C(CC(=O)NCC2CCCCC2)SC1=Nc1ccccc1 (centres undefined)	0.6%	17.8%	20.8%	2.3%	0.349	-0.176	0.503	0.649	-13.4%	-13.8%[20 µM]	-12.5%	-0.8%
Cc1cccc(N=C2NC(=O)/C(=C/C=C/c3ccco3)S2)c1C	1.6%	28.4%	8.3%	-7.5%	-0.745	-0.229	-0.579	0.707	-1.0%	21.6%	-1.7%	6.3%
CSc1ccc(/C=N/Nc2nc(C)cc(C)n2)cc1	0.0%	3.9%	-13.4%	-5.4%	-0.993	-0.293	-0.126	-0.0687	10.8%	15.1%	-30.9%	8.8%
O=C(CSc1ncn[nH]1)N/N=C/c1ccc(C(F)(F)F)cc1	-0.1%	9.1%	-3.1%	-0.4%	x	x	x	x	x	18.8%	-9.6%	x
CCOc1cc(C2/C(=C(/O)c3ccc(S(=O)(=O)N4CCCCC4)cc3)C(=O)C(=O)N2CCOC)ccc1O (centres undefined)	-0.1%	-4.0%	-5.0%	15.7%	x	x	x	x	x	-55.6%	-4.0%	x
Cc1ccc(S(=O)(=O)N2CCOCC2)cc1NC(=O)C1=NN(c2ccccc2)C(=O)CC1	-0.1%	-2.0%	7.5%	-5.9%	x	x	x	x	x	5.6%	-2.8%	x
CC1(C)CC(=O)C(CC(=O)Nc2ccc(S(N)(=O)=O)cc2)=C(O)C1	0.0%	15.0%	7.4%	-0.4%	0.342	-0.266	-0.113	0.407	9.2%	-13.3%	-11.4%	0.9%
CN(C)c1cccc(C(=O)OCC(=O)Nc2ccccc2-c2ccccc2)c1	1.9%	11.6%	-0.1%	-0.4%	-1.13	-0.226	-0.884	0.0757	-0.5%	-32.8%	-21.6%	12.3%
CCC1Oc2ccc(C)cc2N(CC(=O)N(Cc2ccc(C)o2)C2CCCC2)C1=O (centres undefined)	0.1%	44.4%	10.7%	6.5%	-3.07	0.0909	-1.58	0.75	29.2%	-6.9%	-26.4%	18.1%
O=C(COc1ccccc1[N+](=O)[O-])Nc1ccc2c(c1)OCO2	-0.1%	3.6%	-103.9%	-1.4%	-1.17	-0.106	-0.492	1.11	5.3%	-45.8%[20 µM]	-53.9%	5.6%
Cc1ccccc1N1CCN(CC(=O)Nc2nccs2)CC1	-0.2%	5.7%	5.2%	-2.3%	x	x	x	x	x	13.6%	-5.7%	x
CC1(C)CC[C@]2(C(=O)O)CC[C@]3(C)C(=CC[C@@H]4[C@@]5(C)CC[C@H](O)C(C)(C)[C@@H]5CC[C@]43C)[C@@H]2C1	-0.1%	37.3%	8.6%	-1.0%	0.457	-0.601	0.249	-0.914	-0.5%	-11.0%	-11.9%	4.2%
O=C(N=C1SC2CS(=O)(=O)CC2N1Cc1ccc(F)cc1)C1CC1 (centres undefined)	-0.2%	-5.1%	0.2%	12.6%	x	x	x	x	x	-16.1%	-27.0%	x
Cc1cc(C)nc(SCC(=O)c2ccc([N+](=O)[O-])cc2)n1	-0.2%	-25.9%	-11.0%	-1.3%	0.243	-0.225	-0.44	0.155	2.6%	-2.6%	-17.2%	11.4%
Cc1c(Cl)c([N+](=O)[O-])nn1CC(=O)N1CCCC1	-0.1%	-3.5%	-12.2%	4.3%	-0.68	-0.263	-0.641	0.143	-2.5%	-24.3%	40.1%	13.9%
O=C(c1ccccc1Cl)N(Cc1ccccc1F)N1C(=O)CCCC1=O	2.0%	-2.8%	17.5%	-3.6%	1.27	-0.107	1	-1.15	8.6%	-15.8%	-15.0%	0.5%
CC1CN(C(=O)Cn2cc(SCC(=O)N3CCOCC3)c3ccccc32)CC(C)O1 (centres undefined)	-0.1%	-3.2%	5.0%	2.6%	x	x	x	x	x	-15.7%	9.6%	x
CCc1nnc(NC(=O)CSc2nc(-c3ccccc3)cc(-c3ccc(OC)cc3)c2C#N)s1	-0.3%	0.8%	-3.3%	4.8%	0.36	-0.237	0.101	-0.433	-0.1%	-6.3%	-29.0%	6.0%
Cc1ccc(-n2nnc3c(=O)n(CC(=O)N4CCOCC4)cnc32)cc1	-0.3%	18.0%	2.0%	-3.5%	-0.46	-0.216	0.0383	0.173	4.9%	-27.4%	-16.9%	10.5%
Cc1ccc(N=C2C(=O)Nc3c(C)cccc32)cc1	0.0%	12.7%	9.0%	-3.4%	x	x	x	x	x	-1.5%	-0.1%	x
Cc1[nH]c2ccc(C(=O)NCCCN(C)C3CCCCC3)cc2c1C	-0.2%	11.3%	-20.8%	3.7%	x	x	x	x	x	-36.9%	6.1%	x
Cc1cc(C)c(NC(=O)COC(=O)c2cccc3c2C(=O)c2ccccc2C3=O)c(C)c1	-0.1%	30.9%	8.3%	1.2%	-0.0828	-0.0148	0.0684	0.44	18.3%	-12.4%	-5.0%	5.5%
C/C(=N/N=C/c1ccccc1O)c1ccccc1O	-0.1%	48.1%	-33.4%	-1.6%	x	x	x	x	x	15.4%	-14.4%	x
O=C(CO)N/N=C/c1cccc(Cl)c1Cl	0.2%	-6.4%	-5.9%	-0.7%	-0.565	-0.303	-0.545	0.411	12.5%	6.0%	-20.1%	3.0%
S=c1[nH]nc(CSCCOc2ccccc2)o1	0.6%	1.1%	-8.3%	4.5%	-0.0752	-0.226	-0.0713	0.712	0.7%	-20.2%	-12.5%	-3.8%
CCCCOc1ccc(C(=O)N=c2sccn2C)cc1OC	-0.1%	0.9%	-47.7%	2.7%	x	x	x	x	x	3.6%	-75.1%	x

High-throughput results from PubChem.
